Bioassay records from PubChem.
Peg3 imprint: induces erasure of genomic imprints in mouse ES cells | Potency, µM (top dose mostly 60.7 µM), for the others: at the highest dose activity change, positive = activation, actives largely listed as activators | AID 1948 | mouse ES Peg3-LacZ reporter, beta-gal luminescence, 40 h | 110,000 compounds, 0.02% hits;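 also: 0% = negative control wells on the plate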
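Gelatin-coated wells received 300 freshly trypsinized female ES cells with a Peg3LacZ-Neo reporter on the maternal allele, then incubated 40 hours at 37C. BetaGlo was added for 5 minutes at room temperature before a single luminescence read.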
IkB sig inh: suppresses IkB signaling in ABC-DLBCL reporter cells; ABC-DLBCL IkBa-CBG/CBR dual luciferase ratio, 4 h; response scale: scaled: untreated 0%, proteasome inhibitor 100%; 110,000 compounds, 0.04% hits; AID 445; Potency, µM (titrated, usually from 57.1 µM), without a hit: at the top dose IkBa stabilization activation; active = well fitted curve in the direction sought with a large enough effect in the signal ratio, not every such curve was filed as active; inconclusive = small, poorly fitted or top-dose-only effect, or a change in a side signal; the % refers to the signal ratio;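 also: the direction sought is a rising ratio; 0% = basal untreated cells and 100% = reference inhibitor full response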
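In this assay, an IκBα–CBG68 fusion accumulates when IKK-driven degradation is blocked; native CBR normalizes for cell number. OCI-Ly3 cells were treated 4 h with compound and doxycycline, then green and red light read after Chroma-Glo addition.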
p53ts 39C tox: kills p53ts cells at the nonpermissive temperature; H1299-p53A138V viability at 39C, ATP luminescence, 24 h; Potency, µM (highest dose often 46.1 µM), for inactives: top-dose activity change, negative = cell killing, actives largely listed as cytotoxic; 130,000 compounds, 1.5% hits; AID 902; also: nearly all actives have a fitted effect of over 55% in size
p53ts 32C kill: cytotoxicity in p53ts cells at permissive temperature | H1299-p53A138V at 32C, ATP luminescence viability, 24 h | Potency, µM (titrated, usually from 46.1 µM), without a hit: top-dose activity change, negative = cytotoxicity, usual class: cytotoxic | 130,000 compounds, 0.93% hits;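 also: 0% = DMSO and -100% = full killing by reference compound; nearly all actives have a fitted effect of over 55% in size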
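ATP-content luminescence (ATPlite) read-out after 24 h compound exposure at 32C in H1299-p53A138V cells (600/well). Tested up to 46 uM. Normalized to DMSO (0%) and 100 uM tamoxifen (100% killing); Hill-fit AC50.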
Starred values were filed as active, the others as inactive; ? = inconclusive; . = no result given; [ ] = another dose, or the depositor's remark. Unless noted, calls follow the shape of the dose curve; as a rule, active = well fitted curve in the direction sought with a large enough effect; inconclusive = small, poorly fitted or top-dose-only effect, or another doubt; inactive = no such curve, though single readings can be large; an effect the other way counts as inactive or inconclusive. Unless noted, % is scaled to controls: 0 for no effect and ±100 for the full control effect; potency is read from the fitted curve at half-maximal effect.

Short forms – A = Peg3 imprint; B = IkB sig inh; C = p53ts 39C tox; D = p53ts 32C kill
1) O=C1c2ccccc2N2C(=O)c3ccccc3C2N1Cc1ccco1 (stereo not drawn)
  A: -17%; B: -2.6%; C: -10%; D: -1%

2) CN(C)C(=O)c1ccc(-c2cncnc2Nc2ccc(F)cc2)cc1
  A: -7%; B: 23%[11.4 µM]; C: -1%; D: 12%

3) COc1ccccc1Oc1nc2c(C)cccn2c(=O)c1/C=C(\C#N)c1nc2ccccc2[nH]1
  A: -5%[10.9 µM]; B: ?; C: -1%; D: 5%

4) CCOc1ccc(NC(=O)Cn2c(=O)n(Cc3ccccc3)c(=O)c3sc4ccccc4c32)cc1
  A: -6%[10.9 µM]; B: -1.6%; C: -15%; D: -5%

5) O=C(Cc1cccs1)Nc1nnc(SCc2ccc(C(F)(F)F)cc2)s1
  A: .; B: .; C: 9%; D: 1%

6) Cc1ccc(S(=O)(=O)N2CCN(C(=O)CN3CCc4ccccc4C3)CC2)cc1
  A: -14%; B: 4.0%; C: -20%; D: 2%

7) CN(C)c1ccc(NC(=O)CN2CCC(C(=O)c3ccc(F)cc3)CC2)cc1
  A: -25%; B: -0.1%; C: 4%; D: 5%

8) CCc1ccc(-c2cc(C)no2)cc1S(=O)(=O)Nc1ccc(Cl)cc1
  A: 13%[10.9 µM]; B: ?; C: 3%; D: 29%

9) CCc1ccc(-n2c(=O)c3c4c(sc3n(Cc3cc(=O)n5c(C)cccc5n3)c2=O)CCC4)cc1
  A: 8%[10.9 µM]; B: -1.2%; C: -4%; D: 7%

10) O=C(NCC(c1cccnc1)N1CCN(c2ccccc2F)CC1)OCc1ccccc1 (stereo not drawn)
  A: -21%; B: 0.5%; C: -15%; D: -7%

11) Cc1ccc(-n2[nH]c(C)c(/C=N/c3ccccn3)c2=O)cc1
  A: -20%; B: ?; C: 8%; D: 3%

12) CCCCN(CCCNC(=O)c1cc(Nc2ccc(OC)cc2)nc2ccccc12)Cc1ccccc1
  A: -10%[10.9 µM]; B: -2.2%; C: -26%; D: -8%

13) Cc1nn(CCCC(=O)NCCc2ccc(Cl)cc2)c(=O)c2nn(-c3ccccc3)c(C)c12
  A: 18%[10.9 µM]; B: ?; C: -11%; D: 10%

14) COc1cc(C(=O)OCC(=O)c2c[nH]c3ccccc23)ccc1OCC(=O)N1CCOCC1
  A: -31%[inhibitor]; B: ?; C: -4%; D: -2%

15) CCN(Cc1ccccc1)c1ccc(/C=N/NS(=O)(=O)c2ccc(C)c([N+](=O)[O-])c2)cc1
  A: .; B: .; C: -4%; D: 1%

16) O=C(c1ccco1)N1CCN(S(=O)(=O)c2ccc3c(c2)CCN3C(=O)C2CC2)CC1
  A: -19%; B: -1.2%; C: -6%; D: 3%

17) Cc1ccc2oc(=O)c3c4cc(O)c(O)cc4oc3c2c1
  A: -13%; B: .; C: -2%; D: 3%

18) O=C(CSc1nnc(Cc2cc(=O)[nH]c(=O)[nH]2)n1-c1ccccc1)N1CCCC1
  A: -4%; B: 7.1%; C: 11%; D: 7%

19) Cc1ccccc1Nc1c(-c2cccc(N(C)C)c2)nc2ccc(Br)cn12
  A: -27%[10.9 µM]; B: 5.5%; C: -20%; D: -6%

20) Cc1nc2ccn(Cc3cccs3)c(=O)c2cc1C(=O)N1CCN(c2ccc(F)cc2)CC1
  A: -9%[10.9 µM]; B: 9.2%; C: 19%; D: 11%

21) O=C(NCCN1CCOCC1)Nc1ccc(Cl)cc1Cl
  A: -9%; B: -7.7%; C: 4%; D: 16%

22) CC1CCCCN1CC(=O)NCc1ccc2c(c1)OCO2 (stereo not drawn)
  A: -11%; B: -0.2%; C: -3%; D: -1%

23) Cc1csc(NC(=O)c2ccccc2O)n1
  A: -68%[inhibitor]; B: ?; C: ?; D: ?

24) CCc1ccc(Cn2c(CNS(=O)(=O)c3ccc(C)c(C)c3)nc3cccnc32)cc1
  A: 17%[10.9 µM]; B: -2.3%; C: -36%; D: 7%

25) N#Cc1cccc(NC(=O)N2CCC3(CC2)CCN(C(=O)c2ccco2)CC3)c1
  A: .; B: 2.7%[11.4 µM]; C: 9%; D: 3%

26) COc1ccc(C2c3cccn3CCN2S(=O)(=O)c2ccccc2[N+](=O)[O-])cc1OC (stereo not drawn)
  A: -14%[10.9 µM]; B: 8.9%; C: 11%; D: 1%

27) O=C(Nc1ccccc1C(=O)OC1CCOC1=O)c1ccco1 (stereo not drawn)
  A: -16%; B: -1.1%; C: -4%; D: -7%

28) O=C(NC1CCCC1)c1ccc2c(c1)N(Cc1c(F)cccc1Cl)C(=O)c1ccccc1S2
  A: -13%[10.9 µM]; B: ?; C: 30%[activator]; D: 17%

29) COc1ccc(C2CC(c3ccc(OC)cc3)n3nc(NC(=O)c4ccco4)nc3N2)cc1 (stereo not drawn)
  A: 7%; B: 2.2%; C: 1%; D: 9%

30) C=COCCNC(=O)Nc1ccc(Cl)cc1Cl
  A: -8%; B: -1.3%; C: 5%; D: -4%

31) Cc1ccc2c(=O)cc(C(=O)Nc3c(C(=O)c4ccccc4)oc4ccccc34)oc2c1
  A: 10%[10.9 µM]; B: -1.5%; C: 13%; D: 0%

32) CCC(C(=O)N1CCN(c2cc(Cl)ccc2C)CC1)n1nc(C)n2c(cc3occc32)c1=O (stereo not drawn)
  A: 12%[10.9 µM]; B: -0.1%; C: ?; D: -6%

33) Cc1cccc(N2CCN(C(=O)C3CCN(S(=O)(=O)c4cccs4)CC3)CC2)c1C
  A: -16%[10.9 µM]; B: ?; C: -13%; D: 12%

34) CCCOc1ccccc1C1NC(=O)NC(C)=C1C(=O)OCCOC(C)C (stereo not drawn)
  A: -8%; B: -0.7%; C: 9%; D: 2%

35) CCOc1ccc(NC(=O)Cn2nnc(-c3ccccc3NC(=O)C3CC3)n2)cc1
  A: 4%; B: 0.1%; C: 12%; D: 1%

36) COC(=O)c1ccc(C(/C=C/[C@@H](C)C(=O)N(C)Cc2ccccc2)NC(=O)OCc2ccccc2)cc1 (stereo partly drawn)
  A: -16%; B: .; C: -5%; D: 11%

37) Cn1c(N)c(C(=O)COC(=O)c2cc(-c3ccco3)nc3ccccc23)c(=O)n(C)c1=O
  A: -9%; B: .; C: ?; D: 1%

38) Cc1ccc(CNC(=O)C2CCN(Cc3nc(-c4ccccc4C)oc3C)CC2)cc1
  A: -15%[10.9 µM]; B: ?; C: -24%; D: 1%

39) CCOC(=O)c1ccc(NC(=O)CCC(=O)OC)cc1
  A: .; B: .; C: -1%; D: -5%

40) CCCCN(CCCC)CCNC(=O)Cn1nc(C)n2c(cc3sccc32)c1=O
  A: -7%[10.9 µM]; B: ?; C: -8%; D: -4%

41) Cc1ccc(C(=O)Nc2cc(=O)n(C)c(=O)n2C)o1
  A: .; B: .; C: -4%; D: 7%

42) Cc1nn(Cc2ccc(Cl)cc2)c(C)c1NC(=O)c1c(-c2ccccc2)noc1C
  A: .; B: .; C: -4%; D: 4%

43) Cc1cccc(OCc2nnc(SCC(=O)Nc3cc(C)on3)n2C)c1
  A: 5%; B: 0.6%; C: -8%; D: -2%

44) O=C(CN1CCCN(Cc2ccc(F)cc2Cl)C1=O)NCc1ccccc1
  A: -9%; B: 1.1%; C: 4%; D: -8%

45) CCNc1ncc2nc(-c3cccs3)c(=O)n(C)c2n1
  A: -1%; B: -5.4%[11.4 µM]; C: -19%; D: -5%

46) CCOC(=O)c1c(C)[nH]c(C)c1S(=O)(=O)N1CCC(C(=O)NCc2ccc(N(C)C)cc2)CC1
  A: -4%[10.9 µM]; B: -0.3%; C: -14%; D: -3%

47) CCc1ccc(Oc2nc3c(C)cccn3c(=O)c2/C=C(\C#N)c2nc3ccccc3[nH]2)cc1
  A: 12%[10.9 µM]; B: ?; C: -10%; D: -5%

48) Cc1coc2c(C)c3oc(=O)c(CC(=O)N4CCCCC4)c(C)c3cc12
  A: -17%[10.9 µM]; B: -0.1%; C: -5%; D: 12%

49) COc1cccc(C2C(C(=O)OCc3ccccc3)=C(C)Nc3ncnn32)c1OC (stereo not drawn)
  A: -8%; B: -3.8%; C: 12%; D: 16%

50) Cc1ccccc1NC(=O)CCN1C(=O)CSC1=O
  A: .; B: .; C: 19%; D: 15%

A different layout for part of the listing above.
[28] O=C(NC1CCCC1)c1ccc2c(c1)N(Cc1c(F)cccc1Cl)C(=O)c1ccccc1S2
  Peg3 imprint: -13%[10.9 µM] | IkB sig inh: ? | p53ts 39C tox: 30%[activator] | p53ts 32C kill: 17%

[29] COc1ccc(C2CC(c3ccc(OC)cc3)n3nc(NC(=O)c4ccco4)nc3N2)cc1 (stereo not drawn)
  Peg3 imprint: 7% | IkB sig inh: 2.2% | p53ts 39C tox: 1% | p53ts 32C kill: 9%

[30] C=COCCNC(=O)Nc1ccc(Cl)cc1Cl
  Peg3 imprint: -8% | IkB sig inh: -1.3% | p53ts 39C tox: 5% | p53ts 32C kill: -4%

[31] Cc1ccc2c(=O)cc(C(=O)Nc3c(C(=O)c4ccccc4)oc4ccccc34)oc2c1
  Peg3 imprint: 10%[10.9 µM] | IkB sig inh: -1.5% | p53ts 39C tox: 13% | p53ts 32C kill: 0%

Molecules above containing an aryl thioether with sulfur outside any ring (3):
Short forms – A = Peg3 imprint; B = IkB sig inh; C = p53ts 39C tox; D = p53ts 32C kill
5) O=C(Cc1cccs1)Nc1nnc(SCc2ccc(C(F)(F)F)cc2)s1
  A: .; B: .; C: 9%; D: 1%

18) O=C(CSc1nnc(Cc2cc(=O)[nH]c(=O)[nH]2)n1-c1ccccc1)N1CCCC1
  A: -4%; B: 7.1%; C: 11%; D: 7%

43) Cc1cccc(OCc2nnc(SCC(=O)Nc3cc(C)on3)n2C)c1
  A: 5%; B: 0.6%; C: -8%; D: -2%

Next section
Short forms – A = Peg3 imprint; B = IkB sig inh; C = p53ts 39C tox; D = p53ts 32C kill
51) CCOc1ccc(CCNC(=O)Cn2nc(CC)n3c(cc4sccc43)c2=O)cc1
  A: ?; B: 0.0%; C: -28%; D: 19%

52) COc1ccccc1CNC(=O)c1oc2ccc3c(c2c1C)C(=O)CC(C)(C)O3
  A: -16%[10.9 µM]; B: -2.4%; C: ?; D: -11%

53) CSc1nsc(SCC(=O)N2CCN(c3ccccc3)CC2)n1
  A: -11%; B: -0.7%; C: 2%; D: 5%

54) CCC(C)NC(=O)Cn1ncc2c(C)n(Cc3ccc(F)cc3)c(C)c2c1=O (stereo not drawn)
  A: -3%[10.9 µM]; B: ?; C: -22%; D: 4%

55) COc1cccc(CNC(=O)Cn2c(C)c3cnn(-c4ccccc4)c(=O)c3c2C)c1
  A: -4%[10.9 µM]; B: 0.2%; C: 1%; D: 9%

56) Cc1ccc(S(=O)(=O)N2CCOCC2)cc1C(=O)O
  A: -1%; B: -0.2%; C: -1%; D: 8%

57) COc1ccc(Oc2ncc3nc(-c4ccccc4)c(=O)n(C[C@H]4CCCO4)c3n2)cc1
  A: -15%; B: 0.4%[11.4 µM]; C: -3%; D: 8%

58) COc1ccc(-c2nc3scc(CCNS(=O)(=O)c4c(C)noc4C)n3n2)cc1OC
  A: 29%[10.9 µM]; B: -2.4%; C: 4%; D: 1%

59) Cc1ccc(Cn2c(CN3CCC(C(=O)NCCc4ccccc4)CC3)cc3ccccc32)cc1
  A: -6%[10.9 µM]; B: ?; C: ?; D: -26%

60) O=S(=O)(c1ccc2c(c1)OCCO2)N1CCC(c2nc3ccc(Cl)cc3[nH]2)CC1
  A: -18%; B: ?; C: 5%; D: -22%

61) CCCCc1nc2ccccc2n1CC(=O)N(COCC)c1c(C)cccc1CC
  A: -16%[10.9 µM]; B: ?; C: -3%; D: 6%

62) S=c1[nH]nc(C2COc3ccccc3O2)o1 (stereo not drawn)
  A: -53%[inhibitor]; B: -0.2%; C: 1%; D: -2%

63) CCc1ccccc1N(C)C(=O)c1cnc(N2CCOCC2)c2ccccc12
  A: -8%[10.9 µM]; B: ?; C: -18%; D: 1%

64) C[C@H]1C2=C3C(CC[C@H]4C(OCc5ccc(F)cc5C(F)(F)F)OC[C@](C)([C@@H]34)N(C(=O)OC(C)(C)C)C2)C(CO)C1CO (stereo partly drawn)
  A: -15%; B: .; C: -4%; D: 11%
